# Screens deposited in PubChem BioAssay by National Center for Advancing Translational Sciences (NCATS).
# HepG2 viability: HepG2 cytotoxicity, counter-screen for TGF-b inhibitors; HepG2 CAGA-GFP viability, ATP luminescence, 18 h; Potency, µM (top dose mostly 46.1 µM), without a hit: top-dose activity change, negative = cytotoxicity, hits mostly cytotoxic; actives 0.76% (n = 410,000); AID 588856; note: potency is the fitted concentration of half-maximal effect; some results filed as inactive show a strong effect at the top dose
#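 HepG2 CAGA-GFP cells (1000/well, DMEM with 1% FBS) received compound, then TGF-beta at 500 pg/mL final, and were incubated 18 hours at 37 degrees C. Viability was read by CellTiter-Glo luminescence. Media-only wells were set as complete cell-killing and DMSO as no toxicity.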
# KB-3-1 cytotox: KB-3-1 parental cell cytotoxicity; Potency, µM (series often up to 46.1 µM), inactives show top-dose activity change, negative = cytotoxic, hits mostly cytotoxic; AID 1347075; actives 1.4% (n = 400,000); KB-3-1 viability, CellTiter-Glo ATP luminescence, 72 h; note: potency is the fitted concentration of half-maximal effect; % is set by controls: 0 for no effect and ±100 for the full control effect; nearly all actives have a fitted effect of over 60% in size
#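 72 h, 37 °C compound treatment of KB-3-1 parental cells; CellTiter-Glo added, 10 min, luminescence read. Data corrected against DMSO-only plates and normalized before curve fitting.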
# ATXN2 expr inh: ATXN2 expression inhibition; Potency, µM (highest dose often 57 µM), for inactives: top-dose activity change, negative = inhibition, most hits filed as inhibitors; actives 0.72% (n = 360,000); HEK-293 ATXN2-luciferase reporter, luminescence, 24 h; AID 1745845; note: potency is the fitted concentration of half-maximal effect; % is set by controls: 0 for no effect and ±100 for the full control effect; nearly all actives have a fitted effect of over 55% in size
#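 ATXN2-luciferase reporter cells (luciferase flanked by upstream and downstream ATXN2 gene portions) were treated 24 h at 37 °C with compounds at up to 57 uM. SteadyGlo luminescence gave expression; GF-AFC fluorescence gave viability.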
# HT1080 IDH1KD tx: kills HT-1080 cells with IDH1 knockdown; HT-1080 IDH1 knockdown viability, ATP luminescence, 48 h; actives 2% (n = 360,000); Potency, µM (doses to about 46.1 µM), for the others: top-dose activity, negative = toxicity, usual class: cytotoxic;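 note: potency is the fitted concentration of half-maximal effect; 0% = DMSO wells and -100% = cell-free medium wells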
#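 Luminescent ATP read-out (CellTiter-Glo, 10 min at room temperature) after 48 h compound exposure at 37 °C gave viability of IDH1-knockdown HT-1080 cells. Activity was normalised to DMSO and cell-free wells, then fitted as concentration-response curves.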
# HT1080NT lethal: kills 2HG-producing HT-1080-NT fibrosarcoma cells | HT-1080-NT fibrosarcoma viability, CellTiter-Glo ATP luminescence, 48 h | Potency, µM (highest dose often 46.1 µM), inactives show at the top dose activity, negative = less viability, actives largely listed as cytotoxic | actives 1.6% (n = 360,000) | AID 686970;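 note: NT is the 2HG producing partner of a matched IDH1 knockdown line; potency is the fitted concentration of half-maximal effect; 0% = DMSO-treated cells and -100% = media-only wells without cells; nearly all actives have a fitted effect of over 55% in size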
#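 HT-1080-NT; 750 cells/well; 5% FBS RPMI; 48 h compound, 37 degrees C; CellTiter-Glo luminescence; curve fitting and curve-class assignment.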
# IL-1B inflam inh: blocks inflammasome-driven IL-1 beta release; AID 743279; activity change, % at 57.5 µM; actives 4.7% (n = 360,000); THP-1 LPS/ATP IL-1B secretion, AlphaLISA, 16 h; active compounds read low; in the data active = activity change below about -50%; inconclusive = mostly about -30% to -49%; note: % is set by controls: 0 for no effect and ±100 for the full control effect
#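 THP-1 cells pretreated 1 hr with compounds (up to 57.5 uM final), then stimulated with LPS (250 ng/mL final) plus ATP (1.25 mM final); secreted IL-1B measured by AlphaLISA after 16 hr, decreased signal indicating inhibition.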
# MCF10A rereplic: induces DNA re-replication in MCF 10a normal breast cells; MCF 10A DNA re-replication, Hoechst nuclear intensity, 48 h; Potency, µM (series often up to 46.1 µM), for the others: at the top dose activity, positive = re-replication, most hits filed as activators; actives 2.9% (n = 350,000); note: potency is the fitted concentration of half-maximal effect; % of control where 0% means no effect; nearly all actives have a fitted effect of over 50% in size
# SW480 rerep: induces DNA re-replication in SW480 colon adenocarcinoma cells; SW480 DNA re-replication, Hoechst DNA content imaging, 48 h; Potency, µM (doses to about 46.1 µM), for the others: at the highest dose re-replication activation, most hits filed as activators; actives 1.8% (n = 340,000); note: potency is the fitted concentration of half-maximal effect; % of control where 0% means no effect; nearly all actives have a fitted effect of over 55% in size
#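 DNA re-replication was detected as more nuclei of elevated Hoechst intensity after 48 hr exposure to compound (23 nL pinned per well of 250 cells).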
# ATXN viability: viability counter-screen for ATXN expression inhibitors; S2 cells (HEK-293 line with an ATXN2-luciferase reporter) viability, CellTiter-Fluor protease fluorescence, 24 h; Potency, µM (highest dose often 56.7 µM), most hits filed as cytotoxic; actives 0.49% (n = 400,000); AID 651635; note: potency is the fitted concentration of half-maximal effect; nearly all actives have a fitted effect of over 40% in size
# * marks the source's active call; other numbers are inactive results; i = inactive; ? = inconclusive; / = not tested or not shown; [ ] = dose if it differs, or a comment. Unless noted, calls come from the whole dose curve; as a rule, active = well fitted curve in the direction sought with a large enough effect; inconclusive = small, poorly fitted or top-dose-only effect, or another doubt; inactive = no such curve, though single readings can be large; an effect the other way counts as inactive or inconclusive.
Compound	HepG2 viability	KB-3-1 cytotox	ATXN2 expr inh	HT1080 IDH1KD tx	HT1080NT lethal	IL-1B inflam inh	MCF10A rereplic	SW480 rerep	ATXN viability
CCCCC1=CC2=C(c3ccco3)C(=O)C(C)(OC(=O)c3ccc(OC)cc3)C(=O)C2=CN1CCCOC(C)C (configuration not stated)	-14%	-6%	-29%	0%	2%	-14	-35%[inhibitor]	0%	?
CCN(CC)S(=O)(=O)c1ccc(C)c(NC(=O)CNc2cccc(S(=O)(=O)N3CCCC3)c2)c1	-33%	-11%	-15%	-14%	-6%	3	-2%	3%	i
O=[N+]([O-])c1cc2c(cc1/C=N\NS(=O)(=O)c1ccccc1)OCO2	6%	4%	-7%	-26%	-12%	-12	3%	-3%	i
CCC(=O)N=c1ccn(C2=Nc3ccccc3NC2=C(C#N)C#N)cc1	9%	-1%	-9%	-5%	-8%	-2	-7%	-66%[inhibitor]	i
Cc1nccc2oc(=O)c(NC(=O)c3ccc(Cl)cc3)cc12	3%	3%	4%	7%	10%	-21	-5%	-10%	i
O=C(N/N=C\c1ccc2c(c1)OCO2)c1ccco1	-58%	-16%	29%	-24%	-24%	15	-1%	-7%	i
O=C(c1ccccc1)N1CCN(c2ccc(NCc3ccc4c(c3)OCO4)cc2)CC1	-28%	?	-33%	?	-27%	-2	22%	9%	?
CN1C(=O)/C(=C/c2ccccc2OCc2cccc(F)c2)N(C)C1=S	-10%	-20%	-16%	-19%	-20%	-10	22%	-1%	i
CCC(=O)N1CCc2cc(Br)cc(S(=O)(=O)N3CCCCC3CC)c21 (configuration not stated)	10%	-18%	-13%	-6%	4%	17	-2%	-7%	i
COc1cc(CCCN2C(=O)C(=O)NC[C@@H]2Cc2ccc(O)cc2)cc(OC)c1OC	-2%	26%	1%	25%	17%	-7	-15%	-18%	i
CN(C)c1ccc(/C=N/N2CCN(c3ccccn3)CC2)cc1	-9%	1%	/	7%	2%	?	8%	4%	/
C[C@H](CO)N1C[C@H](C)[C@@H](CN(C)C(=O)Nc2ccccc2)Oc2ncc(C#CC3CCCCC3)cc2C1=O	1%	-17%	-5%	-5%	-17%	?	/	/	?
COc1ccc(N(C(=O)CCl)C(C(=O)NC2CCCCC2)c2cccnc2)cc1 (configuration not stated)	11µM*	10µM*	14µM*	5.8µM*	7.3µM*	-102*	18µM*	?	8.9µM*
COc1ccc(-n2nc(C(=O)Nc3ccc4c(c3)OCO4)c3ccccc3c2=O)c(OC)c1	1%	?	-11%	-8%	0%	-9	2%	4%	i
Cc1cc2occ(CC(=O)Nc3nnc(C4CC4)s3)c2cc1C	0%	1%	-2%	-13%[9.24 µM]	5%	19	12%	-3%	i
Cn1c(CC(=O)Nc2ccc(Cl)c(Cl)c2)nnc1SCC(=O)NCc1ccccc1	-12%	?	-13%	3%	1%	-3	-2%	1%	i
COc1ccc(C(=O)c2ccsc2N)cc1	-19%	-2%	92%[activator]	-12%	-1%	-10	-8%	-14%	?
COc1cccc(NC(=O)COC(=O)CC(NC(N)=O)c2ccc(Cl)cc2)c1 (configuration not stated)	7%	17%	2%	0%	-11%	26	5%	-3%	i
CN(C)c1ccc(Cc2ccc(N(C)C)cc2)cc1	-17%	?	/	0%	-1%	-5	-3%	12%	i
COc1ccc(Cl)cc1NC(=O)CN1C(=O)CSC1=O	-3%	11%	11%	4%	7%	-11	9%	0%	i
COc1ccc2c(CN(C)c3ccccc3)cc(=O)oc2c1	0%	-10%	3%	-1%	-2%	-3	-9%	-5%	i
Cc1ccnc(NC(=O)C(C)N2C(=O)c3ccccc3S2(=O)=O)c1 (configuration not stated)	6%	0%	3%	?	14%	1	-3%	-3%	?
Cc1ccc(C(=O)c2c(NC(=O)c3cccnc3)sc3c2CCCC3)cc1	-22%	6%	0%	-1%	2%	-1	28%	-12%	i
O=C(COC(=O)c1cccc(Cl)c1)Nc1cc(S(=O)(=O)N2CCOCC2)ccc1N1CCOCC1	0%	-4%	-15%	-4%	-3%	3	8%	-2%	i
O=C(Nc1nc(-c2cccnc2)cs1)c1ccccc1[N+](=O)[O-]	7%	10%	5%	14%	1%	17	1%	0%	i
N/C(=N\OC(=O)c1ccccc1)c1cccnc1	-23%	0%	/	2%	7%	5	0%	1%	i
CC(C)NC(=O)Nc1ccc2c(c1)C(=O)N([C@@H](C)CO)C[C@H](C)[C@H](CN(C)S(=O)(=O)c1ccccc1)OCCCC[C@H](C)O2	-25%	-13%	-9%	-1%	0%	-4	/	/	?
CC(C)CN1C(=O)c2ccc(C(=O)Nc3ccccc3C(=O)O)cc2C1=O	-8%	12%	23%	-10%	-25%	28	1%	9%	i
CCOC(=O)c1oc2ccccc2c1NC(=O)COc1cccc(OC)c1	4%	2%	-32%	1%	2%	47	-12%	1%	i
COc1cccc(NC(=O)c2ccc3c(c2)CCCC3)c1	-55%	-25%	/	-24%	-16%	?	0%	-8%	i
CS(=O)(=O)c1ccc(Nc2nc(C(N)c3ccccc3Cl)cs2)cc1 (configuration not stated)	-11%	?	-11%	?	-9%	24	/	/	i
N#Cc1ccccc1NC(=O)CN1C(=O)NC(Cc2c[nH]c3ccccc23)C1=O (configuration not stated)	-20%	21%	24%	-2%	-4%	18	-2%	-4%	?
COC(=O)c1cc2c(C(F)(F)F)nn(C)c2s1	-4%	12%	6%	11%	12%	23	7%	7%	i
CC1(C)CC(=O)c2cc(C(=O)NCc3ccco3)c(=O)n(-c3ccccc3)c2C1	4%	-15%	-1%	-3%	-4%	-10	-12%	-1%	i
Cc1ccc(CNS(=O)(=O)c2cc3c4c(c2)C(C)C(=O)N4CCC3)cc1 (configuration not stated)	-6%	-9%	-12%	-3%	-7%	38	15%	-4%	i
O=C(Cn1cc(C(=O)C2CC2)c2ccccc21)NCc1ccc2c(c1)OCO2	0%	2%	12%	-11%	-21%	-29	3%	7%	i
COC(=O)CCCNC(=O)c1ccc(S(=O)(=O)NCc2ccco2)cc1	-4%	-1%	3%	12%	5%	11	1%	-7%	i
CC1CCCCC1NC(=O)CCCc1nc2ccccc2c(=O)[nH]1 (configuration not stated)	9%	5%	2%	-29%	7%	35	-30%	0%	i
CO[C@@H]1CN(C)C(=O)c2ccc(NS(=O)(=O)c3c(C)noc3C)cc2OC[C@@H](C)NC[C@@H]1C	/	1%	/	24%	13%	44	/	/	/
CCOc1ccc(CC(=O)Nc2ccc(S(=O)(=O)Nc3cc(C)on3)cc2)cc1OCC	0%	2%	-1%	3%	1%	0	-9%	-10%	?
CCC(NC(=O)CCCc1ccccc1)c1ccccc1 (configuration not stated)	-14%	2%	5%	-3%	-4%	13	?	-52%[inhibitor]	i
Cc1cccc(CN2CCN(C3CN(Cc4cn(Cc5ccccc5)nn4)S(=O)(=O)C3)CC2)c1 (configuration not stated)	/	-4%	6%	11%	?	5	/	/	i
Cc1cccc(NC(=O)c2cc(NC(=O)CCCC(=O)O)ccc2Cl)n1	-19%	1%	3%	-8%	1%	4	0%	-1%	i
C=CCn1c(=O)c(C(=O)Nc2ncccc2O)c(O)c2ccccc21	-15%	6%	-18%	-16%	?	21	?	?	i
Cc1ccc(N(Cc2cccs2)C(=O)c2ccccc2)cc1	-30%	8%	-17%	/	/	/	/	/	i
Cc1cccc(N2C(=O)CC(N3CCN(Cc4ccc(Cl)cc4)CC3)C2=O)c1 (configuration not stated)	5%	1%	-1%	11%	16%	18	18%	-4%	i
O=C(/C=C/c1cccc([N+](=O)[O-])c1)N1CCN(c2ccccc2F)CC1	-26%	4%	1%	1%	2%	-6	7%	-1%	i
O=C(Nc1nc2ccc(C(=O)N3CCCCC3)cc2s1)C1CCCCC1	-2%	5.8µM*	16%	?	?	49	4.1µM*	6.5µM*	i
CCOC(=O)N1CCN(C(=O)CSc2nnc(-c3ccc(C(C)(C)C)cc3)o2)CC1	-7%	5%	26%	8%	12%	9	-14%	1%	?
CCOCCCn1c(SCC(=O)Nc2cc(OC)ccc2OC)nc2ccccc2c1=O	-19%	-11%	/	-11%	-3%	-10	5%	?	i
Cc1cc(/C=C(\C#N)C(=O)NCc2ccco2)c(C)n1C1CCCC1	-36%	15%	61%[activator]	6%	-2%	-5	?	12%	i
CS(=O)(=O)c1ccc(C(=O)NNC(=O)c2cccs2)cc1	0%	27%	7%	4%	2%	1	-4%	-3%	i
Cc1cc(S(=O)(=O)Nc2ccc(C(=O)NCC3(N4CCCCC4)CCCCC3)cc2)ccc1F	-15%	-10%	3%	-10%	-12%	-22	16%	-335%[inhibitor]	i
COc1ccc(CNc2nn3c(-c4cccc(C(=O)N(C)C)c4)cnc3s2)cc1	-38%	0%	-14%	2%	13%	?	/	/	?

# Entries listed so far that contain a nitro group on carbon, in the order listed:
Compound	HepG2 viability	KB-3-1 cytotox	ATXN2 expr inh	HT1080 IDH1KD tx	HT1080NT lethal	IL-1B inflam inh	MCF10A rereplic	SW480 rerep	ATXN viability
O=[N+]([O-])c1cc2c(cc1/C=N\NS(=O)(=O)c1ccccc1)OCO2	6%	4%	-7%	-26%	-12%	-12	3%	-3%	i
O=C(Nc1nc(-c2cccnc2)cs1)c1ccccc1[N+](=O)[O-]	7%	10%	5%	14%	1%	17	1%	0%	i
O=C(/C=C/c1cccc([N+](=O)[O-])c1)N1CCN(c2ccccc2F)CC1	-26%	4%	1%	1%	2%	-6	7%	-1%	i
